TLR9-MyD88 inh – inhibitors of human TLR9-MyD88 binding. CHO BLA complementation TLR9-MyD88, CCF4 FRET ratio. 340,000 tested, 0.21% active. inhibition, % at 4.98 µM;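 active = inhibition above the mean over all tested compounds plus 3 SD, cut at about 21% in these data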;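 also: 0% = DMSO only wells and 100% = clavulanate BLA inhibitor control wells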
m5-HT2A agonist – mouse HTR2A agonism via beta-arrestin recruitment; P35363; 360,000 tested, 0.66% active; AID 624169; activation, % at 7.6 µM; CHO-K1 mHTR2A beta-arrestin complementation, luminescence; percent of 30 µM serotonin response;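 active = activation above a run cutoff, the mean activation of all tested compounds plus 3 SD, cut at about 14% in these data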;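 also: 0% = plate median of compound wells and 100% = 30 µM serotonin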
MC4R barr agon – activates human MC4R beta-arrestin recruitment; U2OS MC4R beta-arrestin complementation, luminescence; percent of melanotan II response, DMSO zero; AID 540308; P32245; 360,000 tested, 0.98% active; activation, % at 8.9 µM;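 active = activation above a per-plate cutoff, the mean activation of sample wells on that plate plus 3 SD, cut at about 8% in these data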
SRC2 inh – inhibits human steroid receptor coactivator 2; Q15596; 370,000 tested, 0.17% active; inhibition, % at 9 µM; HEK293 GAL4-SRC2 luciferase reporter, luminescence;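 active = inhibition above the mean inhibition of all tested compounds plus 3 SD, set per campaign, cut at about 52% in these data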;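 also: 0% = DMSO treated cells and 100% = cells given Gossypol at 36 µM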
MC4R antagonist – antagonists of human melanocortin 4 receptor (MC4R) | MC4R-expressing cells, MTII-stimulated cAMP, LANCE TR-FRET | 360,000 tested, 0.48% active | P32245 | inhibition, % at 6.5 µM;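 active = inhibition above its plate's cutoff, the mean of tested wells on that plate plus 3 SD, cut at about 29% in these data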;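 also: 0% = Melanotan II alone and 100% = Melanotan II plus saturating MCL0020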
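Material: U2OS-MC4R stable cell line | Reagent: Melanotan II challenge after compound preincubation | Doses: One concentration, 6.5 µM nominal | Incubation: 30-min compound preincubation, 1-h Melanotan II challenge, 1-h detection, room temperature | Signal: TR-FRET cAMP assay | Replicates: One well per compound, no replicates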
ABCB6 inh 2 – inhibitors of human ABC transporter ABCB6 | Q9NP58 | K562-ABCB6 porphyrin accumulation, flow cytometry, 1 h; stronger effect = lower value | fluorescence ratio to DMSO, % at 10 µM | 360,000 tested, 0.19% active | AID 602162;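 active = fluorescence ratio to DMSO below 75%, the collection mean minus 3 SD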;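 also: signal is porphyrin accumulated inside mitochondria; 100% equals median channel fluorescence of DMSO control wells; lower ratio means ABCB6 inhibition with less porphyrin fluorescence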
H9c2 protect – protects H9c2 cardiomyocytes from peroxide injury | AID 588492 | H2O2 injury protection, ATPLite, 2 h | protection from H2O2 cell death, % at 20 µM | 360,000 tested, 0.63% active;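 active = compounds giving at least 50% protection of heart cells from peroxide-induced death in the single-dose screen, raw or plate-pattern-corrected value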;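 also: 0% = DMSO wells with peroxide and 100% = DMSO wells without peroxide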
N-glyco inh – N-linked glycosylation inhibition; reporter increase, % at 12.5 µM; 360,000 tested, 0.23% active; AID 588692; D54 ERlucT glycosylation luciferase reporter, 24 h; percent of 100 nM tunicamycin response;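 active = mean luciferase reporter signal, scaled so untreated is 0 and the glycosylation-blocking control 100, at or above a set limit in every replicate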;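 also: luciferase carries N-glycosylation sites so blocking glycosylation raises the light; 0% = median of neutral control wells and 100% = median of 100 nM tunicamycin wells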
NOD2-RIPK2 inh – blocks binding of human NOD2 to RIPK2. CHO BLA complementation NOD2-RIPK2, CCF4 ratio. inhibition, % at 4.98 µM. 360,000 tested, 0.38% active. AID 624267; in the data active = inhibition above about 21%;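 also: 0% = vehicle only and 100% = reference blocker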
ABHD5-PLIN5 inh – blocks binding of human ABHD5 to perilipin-5; Q00G26+Q8WTS1; Split G. princeps luciferase complementation, luminescence, 4 h; inhibition, % at 4 µM; 360,000 tested, 0.78% active; AID 602281;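 active = inhibition above the mean inhibition across every tested compound plus 3 SD, cut at about 22% in these data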;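 also: 0% = DMSO only wells and the 100% control is not disclosed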
Target sequence (Q00G26 whole entry, looked up): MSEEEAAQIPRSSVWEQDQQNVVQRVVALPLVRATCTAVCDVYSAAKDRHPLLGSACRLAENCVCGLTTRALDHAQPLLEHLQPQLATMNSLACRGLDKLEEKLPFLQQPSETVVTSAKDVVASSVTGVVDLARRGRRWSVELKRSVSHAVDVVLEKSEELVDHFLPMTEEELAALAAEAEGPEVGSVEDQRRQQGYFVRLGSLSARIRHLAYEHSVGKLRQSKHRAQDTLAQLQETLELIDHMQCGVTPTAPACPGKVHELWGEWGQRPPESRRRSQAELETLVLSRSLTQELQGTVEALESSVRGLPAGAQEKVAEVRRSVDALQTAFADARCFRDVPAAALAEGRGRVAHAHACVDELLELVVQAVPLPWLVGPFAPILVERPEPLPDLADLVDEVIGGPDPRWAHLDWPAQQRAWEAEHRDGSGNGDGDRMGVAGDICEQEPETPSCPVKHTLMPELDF
Target sequence (Q8WTS1 whole entry, looked up): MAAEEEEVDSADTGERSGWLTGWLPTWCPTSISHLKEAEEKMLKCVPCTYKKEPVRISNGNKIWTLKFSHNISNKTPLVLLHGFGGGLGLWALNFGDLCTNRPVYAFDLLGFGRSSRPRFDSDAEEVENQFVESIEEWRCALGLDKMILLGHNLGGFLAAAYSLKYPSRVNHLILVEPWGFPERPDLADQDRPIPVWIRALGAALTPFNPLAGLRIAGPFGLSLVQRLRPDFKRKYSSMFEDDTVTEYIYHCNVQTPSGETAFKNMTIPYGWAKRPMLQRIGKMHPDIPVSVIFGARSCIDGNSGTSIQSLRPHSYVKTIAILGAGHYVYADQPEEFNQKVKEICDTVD
Active calls of the source: *; nt = not tested or not shown. Some of the compounds tested. The share of hits here may be higher or lower than overall.

SMILES	TLR9-MyD88 inh	m5-HT2A agonist	MC4R barr agon	SRC2 inh	MC4R antagonist	ABCB6 inh 2	H9c2 protect	N-glyco inh	NOD2-RIPK2 inh	ABHD5-PLIN5 inh
COc1ccc(CNC(=O)c2sc(=O)n(Cc3ccc(C)cc3)c2C)cc1	nt	-5	3.6	-16	5	97	1	-10	-15	-10
O=C1CCC(=O)N(O)CCCCCNC(=O)CCC(=O)N(O)CCCCCNC(=O)CCC(=O)N(O)CCCCCN1	-11	5	-0.6	2	12	101	6	-5	-2	-3
O=C1/C(=C\c2ccc(O)cc2)SC(=S)N1Cc1ccccc1	9	-5	-2.9	-12	-11	125	-11	1	6	0
Fc1ccc(OCc2nn3c(Cn4nnc5ccccc54)nnc3s2)cc1	0	3	0.7	-10	4	91	-3	-1	-7	3
COc1ccc(Br)cc1/C=N/NC(=O)c1ccco1	-17	0	-2.7	9	16	96	6	-1	8	3
O=C(c1ccco1)N(Cc1cccc([N+](=O)[O-])c1)c1ccc(Br)cc1	-4	-2	-2.4	-2	5	104	-6	-5	-3	1
Cc1nnsc1C(=O)Nc1ccc(Cl)cc1Cl	-3	0	-2.8	-7	-7	103	-1	1	-6	9
CCCCCNC(=O)c1ccc2c(=O)[nH]c3c(C(=O)NCC4CCCO4)sc(=S)n3c2c1 (configuration not stated)	1	4	-0.5	-8	9	104	19	1	4	0
COC(=O)C1=C(C)N(CCc2c[nH]c3ccc(OC)cc23)C(=O)C1	1	17*	1.7	-3	10	101	16	-2	-9	-1
CN(C)c1ccc(C2N(c3ccc(F)cc3)C(=O)C3CCCN32)cc1 (configuration not stated)	-10	1	0.6	-15	-2	101	-4	-7	5	0
CCN1CCN(C(=O)c2cc(S(=O)(=O)Nc3ccc(S(C)(=O)=O)cc3)ccc2Cl)CC1	-7	3	1.9	-6	30*	98	1	2	-4	-9
O=C(CCCSc1nc2ccccc2[nH]1)NC1=NCCS1	-1	2	-3.0	-12	-3	98	1	0	-8	-12
Cc1cc(C(=O)Nc2cccc(NC(=O)c3ccco3)c2)ccc1[N+](=O)[O-]	-13	-8	-1.8	-2	2	90	16	-3	-8	2
CCOC(=O)Nc1ccc(C)cc1NC(=O)OCC	-1	-1	-2.0	-19	0	110	8	0	7	-3
CCC1S/C(=N/S(=O)(=O)c2ccc(N)cc2)NC1=O (configuration not stated)	-1	3	-0.3	12	-1	101	2	-2	-9	8
CCOc1ccccc1NC(=O)C(=O)CC(=O)c1cccc(OC)c1	2	6	2.0	16	11	101	1	1	-8	-7
CN(C)CCCO[C@@H]1[C@H]2OC(C)(C)O[C@H]2O[C@@H]1[C@H](O)CO	-13	0	-0.2	-8	11	99	3	6	-7	-8
COc1cc2oc(-c3ccc(O)cc3)cc(=O)c2c(OC)c1O	-4	-9	-2.4	-32	-52	88	-3	19	-8	6
Cc1noc(/C=C/N(C)C)c1S(=O)(=O)N1CCC(C(=O)NC(C)(C)C)CC1	1	8	-0.8	-6	10	103	-9	3	-11	-1
CCOc1ccc(C(=O)Nc2nnc(SCC(=O)NCC3CCCO3)s2)cc1 (configuration not stated)	8	0	-2.0	-20	1	93	-18	-19	-8	-1
O=C(O)CCNC1CCCCC1	2	-1	-0.2	1	7	97	2	-1	-21	1
Cn1c(O)c(N=NC(=O)CNC(=O)c2ccccc2)c2cc(Br)ccc21	-3	7	-0.2	-18	-4	96	9	11	1	1
Cc1cc(C(=O)N2CCN(S(=O)(=O)c3ccc(F)c(Cl)c3)CC2)c(C)o1	-4	7	-1.2	25	1	93	0	3	9	2
O=C(c1ccc(Cl)cc1)c1cnc(-c2ccc(Cl)cc2)s1	0	-1	-1.7	-8	3	102	-4	2	-3	-5
C=CCNc1nc(Nc2ccccc2F)nc(OCC)n1	0	-2	-1.1	-67	0	95	-5	0	-14	0
Brc1cnc(OCc2ccccc2)nc1OCc1ccccc1	-4	1	4.3	-2	4	97	-17	-4	-12	-2
C=CCn1c(O)c(C(CC)=Nc2ccccc2NC(=O)CC)c(=O)[nH]c1=O	-4	2	-1.9	0	-2	85	2	3	-5	-6
O=S(=O)(NCC1COc2ccccc2O1)c1ccc2ccccc2c1 (configuration not stated)	5	4	1.8	12	-1	98	-8	-1	-8	-7
CCc1ccc(C(C)NC(=O)C2(C)CC2(Br)Br)cc1 (configuration not stated)	7	-2	-2.9	18	8	87	-12	-1	-1	-6
COc1ccc(C(=O)CSc2ccc(-c3ccc(C)cc3)nn2)cc1	-4	-7	-2.1	-32	14	98	-17	1	-11	-8
CCC(c1ccccc1)c1nnc(NC(=O)c2ccco2)s1 (configuration not stated)	nt	-2	1.4	-27	6	100	-6	1	-12	-5
COc1ccc(CC(=O)Oc2ccc(C(C)C)cc2)cc1S(=O)(=O)N1CCOCC1	-1	2	-3.2	-10	24	101	0	1	8	13
CCc1nc2ccc(C(=O)NCC3CCCCC3)cn2c1N(C)Cc1nccs1	nt	-4	-1.4	-6	2	97	2	-4	-9	5
C=CCc1c(C)nc(SCc2ccccc2)[nH]c1=O	-4	0	-1.3	-14	1	99	3	1	7	-1
CC(=O)Nc1ccc(NC(=O)C2CCCN2/C=C/C(=O)C(F)(F)F)cc1 (configuration not stated)	8	3	-1.4	6	4	99	2	3	-3	-2
Cc1cc2cc(NC(=O)c3ccco3)ccc2[nH]1	-1	-8	-1.4	-15	7	102	-17	2	1	-1
CN(C)/C=N/S(=O)(=O)c1cccn1-c1ncc(C(F)(F)F)cc1Cl	-10	3	-1.4	-7	-9	101	3	2	-17	-1
CC(C)c1cc(NC(=O)CCl)on1	0	-3	0.6	13	-3	107	-15	-5	-14	4
COCCCNC(=O)C(=O)N/N=C/c1ccc(OCC(=O)Nc2cccc(Cl)c2C)c(OC)c1	4	5	-3.2	1	1	113	29	-1	-3	1
Cc1cc(NC(=O)C(C)SCC(=O)N(C)CC(=O)Nc2ccccc2C(F)(F)F)no1 (configuration not stated)	-4	-2	-0.5	-33	0	98	-2	5	-2	3
C#CCOCCOCCOCCNc1nc(N2CCN(C(=O)CCCCCCCCCCNC(=O)Cn3cc(C[C@@H](C)O)nn3)CC2)nc(N2CCN(C(=O)CCCCCCCCCCNC(=O)[C@@H](CCSC)n3cc(CCO)nn3)CC2)n1	2	-4	-0.4	nt	0	87	15	-3	-4	11
CN1OC[C@@H]2CN(S(=O)(=O)c3ccccc3)[C@H](c3cccc(Br)c3)C[C@@H]21	-9	-1	1.9	-12	7	101	-7	1	-10	5
Cc1ccc(NC(=O)Nc2cccc(C)n2)c(C)c1	0	1	3.8	-22	1	100	-4	-1	-1	-7
O=C1NCCC/C1=N\Nc1ccc(Br)cc1	1	1	-1.1	-14	-2	102	2	-1	-8	6
COc1ccc(C2C(C(N)=O)=C(C)Nc3nc(-c4ccccc4Cl)nn32)c(OC)c1 (configuration not stated)	-16	-1	0.6	-45	0	101	7	4	-8	-3
CN1CCN(NC(=S)Nc2ccc(Oc3ccccc3)cc2)CC1	0	3	-2.5	17	17	102	2	-1	-7	3
Cc1ccc2c(c1)N(CC(=O)O)C(=O)CO2	-6	-1	1.8	3	0	99	3	0	-5	-7
Cc1nn(-c2ccccc2)c(C)c1/C=N/n1c(-c2ccccc2Br)n[nH]c1=S	-4	-2	-1.6	24	5	100	-5	0	0	-16
CC(C)C(NC(=O)C(C)N1C(=O)c2ccccc2C1=O)c1ccccc1 (configuration not stated)	8	-2	-2.2	-22	3	168	1	-1	-5	-9
COc1ccccc1-c1nnc(SC(C)C(=O)N2CCOCC2)o1 (configuration not stated)	2	-8	-2.7	3	10	101	1	1	5	2

Additional results follow:
SMILES	TLR9-MyD88 inh	m5-HT2A agonist	MC4R barr agon	SRC2 inh	MC4R antagonist	ABCB6 inh 2	H9c2 protect	N-glyco inh	NOD2-RIPK2 inh	ABHD5-PLIN5 inh
Cc1ccc(NS(=O)(=O)c2ccc(OCC(=O)N3CCOCC3)cc2)cc1	0	1	-1.6	-17	-6	100	4	-1	4	1
Cc1ccccc1OCCCC(=O)Nc1ccc(S(=O)(=O)Nc2onc(C)c2C)cc1	-2	-1	2.0	-10	2	97	-3	1	-2	-5
Cc1c(Br)cccc1NC(=O)C1(C)CCN1Cc1ccc(OC(C)C)cc1 (configuration not stated)	nt	-3	2.3	-9	7	99	-7	0	3	-11
Cc1nn(C(=O)N2CCOCC2)c(C)c1C	7	2	-1.2	-8	0	94	-2	1	9	3
Cc1cc(Br)ccc1NC(=O)CN(C)C(=O)CCSc1ccc(F)cc1	0	-10	0.3	-21	4	98	-6	0	-9	5

A different layout for some results above.
Compound | TLR9-MyD88 inh | m5-HT2A agonist | MC4R barr agon | SRC2 inh | MC4R antagonist | ABCB6 inh 2 | H9c2 protect | N-glyco inh | NOD2-RIPK2 inh | ABHD5-PLIN5 inh
Cc1ccc(NS(=O)(=O)c2ccc(OCC(=O)N3CCOCC3)cc2)cc1 | 0 | 1 | -1.6 | -17 | -6 | 100 | 4 | -1 | 4 | 1
Cc1ccccc1OCCCC(=O)Nc1ccc(S(=O)(=O)Nc2onc(C)c2C)cc1 | -2 | -1 | 2.0 | -10 | 2 | 97 | -3 | 1 | -2 | -5
Cc1c(Br)cccc1NC(=O)C1(C)CCN1Cc1ccc(OC(C)C)cc1 (configuration not stated) | nt | -3 | 2.3 | -9 | 7 | 99 | -7 | 0 | 3 | -11
Cc1nn(C(=O)N2CCOCC2)c(C)c1C | 7 | 2 | -1.2 | -8 | 0 | 94 | -2 | 1 | 9 | 3

A few values from the results shown.
Cc1cc(Br)ccc1NC(=O)CN(C)C(=O)CCSc1ccc(F)cc1 @ NOD2-RIPK2 inh = -9
Cc1ccc(NS(=O)(=O)c2ccc(OCC(=O)N3CCOCC3)cc2)cc1 @ MC4R antagonist = -6
Cc1c(Br)cccc1NC(=O)C1(C)CCN1Cc1ccc(OC(C)C)cc1 (configuration not stated) @ ABHD5-PLIN5 inh = -11
Cc1ccccc1OCCCC(=O)Nc1ccc(S(=O)(=O)Nc2onc(C)c2C)cc1 @ MC4R barr agon = 2.0

Quoted from above, 4 compounds:
SMILES	TLR9-MyD88 inh	m5-HT2A agonist	MC4R barr agon	SRC2 inh	MC4R antagonist	ABCB6 inh 2	H9c2 protect	N-glyco inh	NOD2-RIPK2 inh	ABHD5-PLIN5 inh
Cc1ccc(NS(=O)(=O)c2ccc(OCC(=O)N3CCOCC3)cc2)cc1	0	1	-1.6	-17	-6	100	4	-1	4	1
Cc1ccccc1OCCCC(=O)Nc1ccc(S(=O)(=O)Nc2onc(C)c2C)cc1	-2	-1	2.0	-10	2	97	-3	1	-2	-5
Cc1c(Br)cccc1NC(=O)C1(C)CCN1Cc1ccc(OC(C)C)cc1 (configuration not stated)	nt	-3	2.3	-9	7	99	-7	0	3	-11
Cc1nn(C(=O)N2CCOCC2)c(C)c1C	7	2	-1.2	-8	0	94	-2	1	9	3
